# Bioassay records from PubChem.
# RSV antiviral HEp-2: RSV antiviral activity via CPE protection, HEp-2 cells, primary 10 µM value included (AID 2391). HEp-2 cells, RSV-induced CPE inhibition; higher % means a stronger effect. CPE inhibition, % at 10 µM; hits with a dose series show IC50 in µM. 0.13% of 310,000 active; in the data active = a potency from the dose series; inconclusive = CPE inhibition mostly from about 23% at the one dose, without a potency; inactive = the rest, 99 in 100 with CPE inhibition below about 21%; note: strong numbers were not always called active
# Salmonella PhoP GFP: PhoP-dependent GFP reporter repression – Salmonella Typhimurium, primary screen (AID 1863); S. Typhimurium PhoP-regulated promoter GFP reporter, 4 h; higher % means a stronger effect; inhibition, % at 50 µM, or IC50 in µM where a hit was titrated; 0.16% of 300,000 active;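 active = inhibition over 29.93%, a cutoff 3 SD above the screen mean, later confirmed by dose response; inconclusive = inhibition over 29.93% but no dose response follow-up; inactive = inhibition at most 29.93% or unconfirmed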;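 note: 0% = low Mg2+ inducing control and 100% = high Mg2+ repressing control; strong numbers were not always called active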
# West Nile virus CPE: West Nile virus antiviral activity, cell-based, CPE readout (AID 1621) | 0.02% of 290,000 active | CPE inhibition, % at 10 µM, or IC50 in µM where a hit was titrated | West Nile virus-infected cells, CPE inhibition; higher % means a stronger effect; in the data active = a potency from the dose series; inconclusive = CPE inhibition mostly from about 3.7% at the one dose, without a potency; inactive = the rest, 99 in 100 with CPE inhibition below about 2.2%; note: strong numbers were not always called active
# MgcRacGAP inhibition: MgcRacGAP GTPase-activating activity inhibitors, confirmation, biochemical, ADP Hunter fluorescence. MgcRacGAP-stimulated Rac1 GTP hydrolysis, ADP Hunter fluorescence; higher % means a stronger effect; GST-tagged Rac1 F28L mutant substrate. inhibition, % at 30 µM; hits with a dose series show IC50 in µM. 0.6% of 340,000 active;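 active = first-screen hits whose inhibition reached a set limit at any dose in the follow-up dose series; inconclusive = inhibition above the set first-screen limit but never retested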;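 note: fluorescence reports GDP produced by GAP-driven GTP hydrolysis; strong numbers were not always called active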
# bCat nuc transl: modulators of beta-catenin nuclear translocation; HeLa beta-catenin nuclear translocation, immunofluorescence imaging; nuclear translocation activity, % at 5 µM; 0.3% of 190,000 active;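 active = nuclear translocation activity above 50% at 5 µM, with a well cell count of 50 or more; inconclusive = wells under 50 cells across six images, flagged as toxic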;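 note: per-cell ratio of nuclear to cytoplasmic median beta-catenin stain intensity; plate controls were DMSO negative control for no effect and GSK-3 inhibitor IX positive control for full effect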
#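 Test system: human HeLa cells, native beta-catenin. Compound dosing: 5 µM primary single dose, 0.1% DMSO, 0.02–20 µM confirmation series. Incubation: compound exposure 24 h at 37°C. Detection: beta-catenin immunostaining with DAPI counterstain, 20x imaging, 6 fields/well. Read-out basis: Nuclear/cytoplasmic beta-catenin signal ratio, % activation.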
# Myeloid diff MLP: compounds promoting myeloid differentiation; ER-HoxA9 myeloid progenitors, lysozyme-GFP differentiation, flow cytometry; calls only at 10 µM; 1% of 360,000 active; AID 624256;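 active = normalized GFP-positive differentiation at or above the plate's own cutoff, the solvent-only control mean plus 3 SD; inconclusive = no clear call, values can overlap the other calls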;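 note: cells exposed to compound for four days before flow analysis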
# WT yeast gro inh: growth inhibition of WT yeast, mitochondrial fusion screen. 2.1% of 190,000 active. inhibition, % at 10 µM. mitochondrial fusion phenotypic screen, WT strain; in the data active = inhibition above about 58%; tested in S. cerevisiae
# T cell HTS: modulates CD8 T cell binding to vesicles | AID 2052 | 0.068% of 330,000 active | calls only at 7 µM | 2C CD8+ T cell-vesicle binding, flow cytometry; active compounds read low;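 active = response, share of CD8 T cells binding vesicles, and their 90th percentile fluorescence all below set limits, cut at about 80% in these data, passing the limit was not always enough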
#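 Also added: QL9-peptide-loaded Drosophila micro-vesicles bearing Ld, ICAM-1 and B7-1; Test system: purified 2C TCR transgenic mouse naive CD8+ T cells; Measured by: cytometric PE anti-B7-1 and Alexa647 anti-CD8 signals after 1% paraformaldehyde fixation; Timing: binding step 1.5 h, 37 °C, antibody labelling 20 min, ice.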
# Large T inhibition: SV40 large T antigen inhibitors, biochemical (AID 1903); one-dose inhibition, % at 20 µM; IC50 in µM for titrated hits; 0.39% of 310,000 active; SV40 large T antigen ATPase/helicase inhibition assay; higher % means a stronger effect; in the data active = a potency from the dose series; inconclusive = inhibition mostly from about 32% at the one dose, without a potency; inactive = the rest, 99 in 100 with inhibition below about 32%; note: strong numbers were not always called active
# WT yeast gro inh mutant strain: also measured in WT yeast gro inh; calls as there; inhibition, %; mitochondrial fusion phenotypic screen, mutant strain inhibition
# bCat nuc transl cell count 5 µM: also measured in bCat nuc transl; calls as there; cell count; measured here: cell count, cytotoxicity flag
# T cell HTS vesicle-bound %: further read-out of T cell HTS, marked with its call; double positive events, %; measured here: CD8+ vesicle-bound cell fraction;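 binding gate set so that unloaded-vesicle control wells show 10% double positive cells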
# Myeloid diff MLP GFP+ MAC1+ %: recorded beside Myeloid diff MLP, whose call it bears; GFP+ MAC1+ double positive, %; measured here: differentiation confirmed by MAC1 staining
# * hit, by the source's call; i = inactive; ? = inconclusive; . = not tested or not shown.
SMILES,RSV antiviral HEp-2,Salmonella PhoP GFP,West Nile virus CPE,MgcRacGAP inhibition,bCat nuc transl,bCat nuc transl cell count 5 µM,Myeloid diff MLP,Myeloid diff MLP GFP+ MAC1+ %,WT yeast gro inh,WT yeast gro inh mutant strain,T cell HTS,T cell HTS vesicle-bound %,Large T inhibition
O=C(Nc1ccc(S(=O)(=O)NCc2ccccc2)cc1)Nc1ccc2c(c1)OCO2,-1.5%,-2%,0.0%,3%,0.3,1049,i,7.7,11,10,.,.,-1%
N#C/C(=C\c1ccc(Cl)cc1)C(=O)NC1CC1,0.8%,.,.,8%,.,.,i,0.6,.,.,i,30,11%
Nc1cccc2c1C(=O)N(C(=O)/C=C/c1cccc(F)c1)C2=O,0.3%,3%,0.9%,?,3.9,1024,i,0.7,9,5,i,56,19%
CCn1c(SCC(=O)Nc2cccc(OC)c2)nc2c(c1=O)SCC2,2.3%,-4%,.,4%,.,.,i,0.6,.,.,i,59,21%
C/C(N)=C(/C#N)C(=O)CSc1nnc(-c2ccccc2Br)o1,5.3%,4%,-0.1%,10%,2.2,990,i,1.2,11,3,i,49,-1%
O=C(COC(=O)c1c2c(nc3ccccc13)CCN(Cc1ccccc1)C2)Nc1c(F)cccc1F,0.1%,26%,0.0%,12%,-3.6,490,i,0.3,-6,-36,i,50,-5%
CN(C)S(=O)(=O)c1ccc(N2CCCC2)c(C(=O)Nc2nc(-c3ccc(F)cc3)cs2)c1,7.5%,0%,-0.4%,5%,-1.4,953,i,0.5,-37,-2,i,48,5%
CC(C)Oc1ccc(CNC(=O)CCC(=O)N2CC(C)Sc3ccccc32)cc1 (stereo unspecified),0.3%,.,-0.5%,1%,.,.,i,2.6,.,.,i,33,.
COC(=O)Cc1ccc(NC(=O)c2cccs2)cc1,1.5%,-2%,0.3%,3%,.,.,i,1.1,17,-10,i,18,2%
CC1CN(c2nnc(NC(=O)c3ccccc3)s2)CC(C)O1 (stereo unspecified),-0.1%,-1%,-0.4%,6%,-5.0,1122,i,0.3,-3,-10,i,60,10%
COc1ccccc1N1CCN(CC(O)COc2ccc(S(=O)(=O)N3CCOCC3)cc2)CC1 (stereo unspecified),1.1%,-2%,-0.6%,7%,-0.7,1130,i,1.1,0,-41,i,13,-2%
O=C1CN(C(=O)COc2ccc(Cl)cc2Cl)c2ccccc2N1,2.7%,-6%,-0.6%,7%,.,.,i,0.3,.,.,i,40,9%
Cc1cc(C)nc(SCC(=O)c2ccc(C)c(C)c2)n1,10%,6%,-0.7%,-8%,.,.,i,3.1,.,.,i,57,-1%
O=C(Cc1ccc(Cl)cc1)NCc1nc(-c2ccccc2)no1,2.9%,-4%,-0.8%,1%,-0.6,1010,i,0.9,8,11,i,45,2%
CCC(Oc1ccccc1)C(=O)NCc1ccc(S(N)(=O)=O)cc1 (stereo unspecified),1.1%,-11%,0.8%,-1%,-0.9,520,i,0.6,-9,-29,i,49,4%
OCCC1CN(Cc2cnc(-c3ccccc3)s2)CCN1C1CCCCC1 (stereo unspecified),-2.4%,1%,-0.9%,1%,-1.9,1032,i,0.3,-8,-16,i,30,8%
CCCn1cnc2cc(NCc3ccc(Br)cc3)ccc21,14%,6%,-0.9%,24%,.,.,i,0.3,.,.,i,9,28%
COC(=O)C1CSC2c3ccccc3C(=O)N12 (stereo unspecified),2.5%,.,.,14%,.,.,i,0.3,.,.,i,34,12%
CCN(CC)c1nc2ccccc2nc1C(C#N)C(=O)NCCc1ccccc1 (stereo unspecified),2.0%,2%,0.8%,13%,1.1,1103,i,1.1,12,9,i,32,-22%
O=C(CCl)Nc1ccccc1Sc1ccc(Cl)cc1,-1.6%,-2%,-2.6%,6%,-3.9,1068,i,0.5,31,14,i,36,9%
Cc1ccc(C2=NOC(=O)/C2=C\c2ccccc2)cc1,-0.4%,.,.,9%,.,.,i,0.4,.,.,i,39,60%
CC(C(=O)Nc1ccc(C#N)cc1)N(C)CC(=O)Nc1ccccc1Br (stereo unspecified),1.9%,1%,-0.2%,7%,0.1,1040,i,0.1,3,-10,i,7,9%
CC(C)OCCCNC(=O)CCN1C(=O)COc2ccccc21,-0.2%,-8%,-0.2%,15%,.,.,i,5.2,14,22,i,32,9%
O=C(CCSc1ccc(Cl)c(Cl)c1)NC12CC3CC(CC(C3)C1)C2,0.7%,5%,-0.5%,1%,2.5,1407,i,1.2,-23,-3,i,33,-7%
COc1cc(/C=C/c2[nH]c(=O)[nH]c(=O)c2[N+](=O)[O-])cc([N+](=O)[O-])c1O,2.5%,9%,-0.2%,18%,.,.,i,0.2,.,.,i,52,17%
# (more compounds)
SMILES,RSV antiviral HEp-2,Salmonella PhoP GFP,West Nile virus CPE,MgcRacGAP inhibition,bCat nuc transl,bCat nuc transl cell count 5 µM,Myeloid diff MLP,Myeloid diff MLP GFP+ MAC1+ %,WT yeast gro inh,WT yeast gro inh mutant strain,T cell HTS,T cell HTS vesicle-bound %,Large T inhibition
COc1ccc(CNC(=O)CN(C(=O)c2csnn2)c2cccc3c2CCCC3)cc1,-0.4%,6%,-1.0%,4%,.,.,i,2.5,.,.,i,11,-2%
COc1ccccc1-n1cnnc1SCC(=O)Nc1ncc(Cl)cc1Cl,0.8%,1%,-0.2%,3%,1.0,1176,i,0.8,19,26,i,12,1%
O=C(NNC(=O)c1ccc[nH]1)c1cc(Cl)cc(Cl)c1,0.5%,-6%,-0.3%,7%,.,.,i,0.5,.,.,i,38,10%
COc1ccccc1OCC(O)Cn1nc(C)cc1C (stereo unspecified),0.2%,3%,0.0%,5%,.,.,i,0.3,4,3,i,55,16%
O=C(NCC1CC1)Nc1ccc(Cl)cc1,1.1%,5%,-0.1%,.,.,.,i,0.4,.,.,i,32,2%
Cc1nc(-c2ccccn2)sc1C(=O)Nc1ccc(F)cc1F,1.0%,36%,-0.6%,4%,-0.2,1375,i,0.9,4,0,i,42,-5%
CSc1ccccc1C(=O)NCCSC(C)(C)C,0.3%,4%,-0.1%,9%,.,.,i,1.2,-9,-3,i,17,4%
CCOc1ccc(NC(C)=O)cc1N,3.4%,.,.,19%,.,.,i,1.9,.,.,i,27,.
C=CCN(c1ccccc1)S(=O)(=O)c1ccc(Cl)c(C(=O)OCC(=O)c2[nH]c(C)c(C(C)=O)c2C)c1,13%,-4%,0.1%,4%,.,.,i,1.4,7,6,i,50,-4%
CCOc1cc(C(=O)OCC(=O)c2c(N)n(C)c(=O)n(C)c2=O)cc(OCC)c1OCC,1.9%,-5%,-0.5%,2%,.,.,i,6.3,-11,-10,i,33,2%
C1CCCC(N2CCNCC2)CC1,-0.5%,2%,-0.6%,1%,-1.0,1152,i,5.4,-11,4,i,11,3%
Cc1oc(-c2cccc(C(F)(F)F)c2)nc1CN1CCN(c2ccccn2)CC1,-0.2%,6%,-1.1%,4%,-2.0,1096,i,0.2,29,-1,i,32,23%
CCc1nn(CCCC(=O)N2CCN(c3cccc(C)c3C)CC2)c(=O)c2cc3occc3n12,46%,-5%,-0.1%,-3%,.,.,i,0.3,.,.,i,15,12%
COc1cc(C2C=C(c3cccs3)Nc3ncnn32)cc(OC)c1OC (stereo unspecified),.,-105%,-0.8%,5%,119*,276*,i,0.2,13,12,.,.,13%
O=C(NC1CCS(=O)(=O)C1)c1ccc(S(=O)(=O)N2CCCC2)cc1 (stereo unspecified),1.2%,0%,-0.1%,6%,.,.,i,1.1,.,.,i,8,8%
O=C(O)c1cnn(-c2ccccc2)c1-c1ccccc1,2.0%,-12%,0.4%,6%,-0.2,1150,i,1.0,-16,-3,i,13,0%

# Molecules above that contain a Cl atom (nine):
SMILES,RSV antiviral HEp-2,Salmonella PhoP GFP,West Nile virus CPE,MgcRacGAP inhibition,bCat nuc transl,bCat nuc transl cell count 5 µM,Myeloid diff MLP,Myeloid diff MLP GFP+ MAC1+ %,WT yeast gro inh,WT yeast gro inh mutant strain,T cell HTS,T cell HTS vesicle-bound %,Large T inhibition
N#C/C(=C\c1ccc(Cl)cc1)C(=O)NC1CC1,0.8%,.,.,8%,.,.,i,0.6,.,.,i,30,11%
O=C1CN(C(=O)COc2ccc(Cl)cc2Cl)c2ccccc2N1,2.7%,-6%,-0.6%,7%,.,.,i,0.3,.,.,i,40,9%
O=C(Cc1ccc(Cl)cc1)NCc1nc(-c2ccccc2)no1,2.9%,-4%,-0.8%,1%,-0.6,1010,i,0.9,8,11,i,45,2%
O=C(CCl)Nc1ccccc1Sc1ccc(Cl)cc1,-1.6%,-2%,-2.6%,6%,-3.9,1068,i,0.5,31,14,i,36,9%
O=C(CCSc1ccc(Cl)c(Cl)c1)NC12CC3CC(CC(C3)C1)C2,0.7%,5%,-0.5%,1%,2.5,1407,i,1.2,-23,-3,i,33,-7%
COc1ccccc1-n1cnnc1SCC(=O)Nc1ncc(Cl)cc1Cl,0.8%,1%,-0.2%,3%,1.0,1176,i,0.8,19,26,i,12,1%
O=C(NNC(=O)c1ccc[nH]1)c1cc(Cl)cc(Cl)c1,0.5%,-6%,-0.3%,7%,.,.,i,0.5,.,.,i,38,10%
O=C(NCC1CC1)Nc1ccc(Cl)cc1,1.1%,5%,-0.1%,.,.,.,i,0.4,.,.,i,32,2%
C=CCN(c1ccccc1)S(=O)(=O)c1ccc(Cl)c(C(=O)OCC(=O)c2[nH]c(C)c(C(C)=O)c2C)c1,13%,-4%,0.1%,4%,.,.,i,1.4,7,6,i,50,-4%
